HIV fusion peptide = inhibitors of HIV fusion peptide binding, primary screen, biochemical, uHTS, fluorescence dequenching (AID 1986); cell-free peptide binding, fluorescence dequenching, 30 min; higher % means a stronger effect; one-dose inhibition, % at 20 µM; IC50 in µM for titrated hits; 290,000 compounds, 0.3% hits; in the data active means inhibition mostly above about 52%, no sharp cut-off; inactive means mostly below about 76%; further: some results filed as inactive read as strong as hits
Siah-1 displacement = Siah-1 peptide-binding antagonists, primary screen, biochemical, fluorescence polarization, rhodamine-plectin, uHTS (AID 1817); Siah-1 / rhodamine-plectin peptide fluorescence polarization; higher % means a stronger effect; displacement, % at 20 µM, or IC50 in µM where a hit was titrated; 290,000 compounds, 0.02% hits;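 active means displacement of at least 50% at 20 µM, with a fluorescence ratio check between 0.3 and a set limit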;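 further: plate controls were Siah plus tracer with DMSO for no effect and tracer alone without Siah for full effect; strong numbers were not always called active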
AID2073 = disruptors of CaV2.2 binding to Mint1 – biochemical, HTRF (AID 2073) | 290,000 compounds, 0.19% hits | inhibition, % at 20 µM; hits with a dose series show IC50 in µM | HTRF protein-protein interaction, Mint1-CaV2.2; higher % means a stronger effect; in the data active means inhibition mostly above about 51%, no sharp cut-off; inconclusive means no clear call, values can overlap the other calls; inactive means mostly below about 53%; further: some results filed as inactive read as strong as hits
Lipid droplet = modulators of hepatic lipid droplet formation | AML12 mouse hepatocytes, oleate lipid droplets, BODIPY imaging | inhibition, % at 6.5 µM | 240,000 compounds, 0.4% hits | AID 1656;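 active means lipid droplet intensity inhibited by at least 50%, with more than 500 cells counted; inconclusive means wells with under 300 cells, treated as cytotoxic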
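Assay system: AML12 hepatocytes (mouse); Probe or stimulus: oleic acid at 100 µM to induce lipid droplet formation; Dosing: compound at 6.5 µM only; Schedule: compound with oleate, overnight; Detection: fluorescence imaging, 20x objective, two fields per well; Measure: % inhibition of lipid droplet signal.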
Myeloid diff MLP = promotes myeloid progenitor differentiation. ER-HoxA9 myeloid progenitors, lysozyme-GFP differentiation, flow cytometry. calls only at 10 µM. 360,000 compounds, 1% hits. AID 624256;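 active means normalized GFP-positive differentiation at or above the plate's own cutoff, the solvent-only control mean plus 3 SD; inconclusive means no clear call, values can overlap the other calls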;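 further: cells exposed to compound for four days before flow analysis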
LYP inhibition = inhibitors of LYP phosphatase, biochemical, fluorescence intensity, uHTS (AID 1779). recombinant LYP phosphatase, fluorescence intensity; higher % means a stronger effect. inhibition, % at 11.5 µM; hits with a dose series show IC50 in µM. 290,000 compounds, 0.054% hits;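 further: plate controls were vehicle with enzyme for no effect and no enzyme for full effect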
XIAP antagonists = XIAP antagonists, biochemical, IAP family, fluorescence polarization (AID 1018); 200,000 compounds, 0.007% hits; XIAP BIR domain, fluorescence polarization peptide displacement; higher % means a stronger effect; one-dose displacement, % at 20 µM; IC50 in µM for titrated hits; in the data active means displacement above about 50%; further: a part of the inactive calls stands beside numbers as strong as those of hits
NOD2 inhibition = NOD2 signaling inhibitors, cell-based, luminescence, uHTS, HEK293 (AID 1566); inhibition, % at 4 µM; hits with a dose series show EC50 in µM; 290,000 compounds, 0.63% hits; HEK293 NOD2/NF-kB luciferase reporter, luminescence; higher % means a stronger effect; further: many of its hits are not listed in these tables
Dengue-2 NS5 capping = Dengue-2 NS5 methyltransferase inhibitors, primary screen, biochemical, confirmation dose response (AID 588689). Dengue-2 NS5 methyltransferase capping enzyme assay, biochemical; higher % means a stronger effect. inhibition, % at 25 µM, or IC50 in µM where a hit was titrated. 340,000 compounds, 0.3% hits; in the data active means a potency from the dose series; inconclusive means inhibition above about 29% without an active follow-up result
Lipid droplet cells 6.5 µM = further read-out of Lipid droplet, marked with its call; cell count; measured here: cell count, cytotoxicity flag;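 cells counted across two imaged fields per well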
Myeloid diff MLP GFP+ MAC1+ % = further read-out of Myeloid diff MLP, marked with its call; GFP+ MAC1+ double positive, %; measured here: differentiation confirmed by MAC1 staining
Starred values were filed as active, the others as inactive; i = inactive; ? = inconclusive; nt = not tested or not shown. Unless noted, no stated cut-off is given here; in the data, active means inhibition above about 50%; inactive means the rest. Some of the compounds tested. The share of hits here may be higher or lower than overall.

nr | SMILES | HIV fusion peptide | Siah-1 displacement | AID2073 | Lipid droplet | Lipid droplet cells 6.5 µM | Myeloid diff MLP | Myeloid diff MLP GFP+ MAC1+ % | LYP inhibition | XIAP antagonists | NOD2 inhibition | Dengue-2 NS5 capping
1 | COC(=O)NC(Nc1sc2c(c1C(N)=O)CCCC2)(C(=O)OC)C(F)(F)F (centres undefined) | -2.1% | -1% | 2% | nt | nt | i | 0.6 | -7% | -8.2% | 15% | -3%
2 | Cc1ccc(NS(=O)(=O)c2cccc(C(=O)NNC(=O)NC3CCCCC3)c2)c(C)c1 | -2.0% | -8% | -12% | -4 | 568 | i | 1.0 | -2% | -0.9% | -6% | -4%
3 | OCC1OC(n2nc3ccccc3n2)C(O)C(O)C1O (centres undefined) | -2.3% | -4% | 0% | nt | nt | i | 1.2 | -4% | -2.7% | 5% | 0%
4 | O=C(O)Cn1cc2c(n1)CCCCC2 | 1.5% | -1% | -1% | nt | nt | i | 0.9 | -1% | -2.7% | 0% | -1%
5 | COc1ccc(N2CN=C3SCC(=O)N3C2)cc1 | 0.8% | 0% | -6% | 17 | 739 | i | 1.0 | -5% | -1.9% | -2% | -12%
6 | Cc1ccc(-c2nn(-c3ccccc3)c3[nH]c(=O)c(CNCc4ccccc4)cc23)cc1 | 34% | 5% | 41% | -3 | 669 | i | 4.2 | 9% | -1.3% | -6% | -10%
7 | Cc1nonc1CN(C)C(=O)c1ccc(OC2CCN(Cc3ccccn3)CC2)cc1 | 0.5% | 6% | 25% | 6 | 705 | i | 1.6 | -8% | -5.8% | 4% | -1%
8 | O=C(c1cc(COc2ccc(F)cc2Cl)on1)N1C[C@H]2CC[C@H]1C2 | 1.5% | 16% | -7% | -14 | 698 | ? | nt | -9% | nt | -27% | -8%
9 | O=C1NCCCC1C(=O)N/N=C/c1cccc(O)c1 (centres undefined) | 1.7% | -6% | 8% | -2 | 641 | i | 0.4 | -2% | -5.9% | -6% | 2%
10 | O=C(CN1CCN(C/C=C/c2ccccc2)CC1)NCc1ccccc1 | -0.9% | 1% | 3% | -4 | 649 | i | 0.6 | 2% | -11% | 10% | -4%
11 | CC(CNC(=O)c1cccc(Br)c1)n1cncn1 (centres undefined) | -0.2% | 1% | 4% | -2 | 777 | i | 0.3 | -8% | nt | 5% | 1%
12 | COc1cccc(-n2c(SCC(=O)N3CCCCC3)nc3c([nH]c4ccccc43)c2=O)c1 | -0.4% | 1% | ? | 2 | 700 | i | 0.9 | -6% | -2.6% | 3% | -5%

Pulled one by one from above (three):
nr | SMILES | HIV fusion peptide | Siah-1 displacement | AID2073 | Lipid droplet | Lipid droplet cells 6.5 µM | Myeloid diff MLP | Myeloid diff MLP GFP+ MAC1+ % | LYP inhibition | XIAP antagonists | NOD2 inhibition | Dengue-2 NS5 capping
2 | Cc1ccc(NS(=O)(=O)c2cccc(C(=O)NNC(=O)NC3CCCCC3)c2)c(C)c1 | -2.0% | -8% | -12% | -4 | 568 | i | 1.0 | -2% | -0.9% | -6% | -4%
11 | CC(CNC(=O)c1cccc(Br)c1)n1cncn1 (centres undefined) | -0.2% | 1% | 4% | -2 | 777 | i | 0.3 | -8% | nt | 5% | 1%
5 | COc1ccc(N2CN=C3SCC(=O)N3C2)cc1 | 0.8% | 0% | -6% | 17 | 739 | i | 1.0 | -5% | -1.9% | -2% | -12%

(cont.)
nr | SMILES | HIV fusion peptide | Siah-1 displacement | AID2073 | Lipid droplet | Lipid droplet cells 6.5 µM | Myeloid diff MLP | Myeloid diff MLP GFP+ MAC1+ % | LYP inhibition | XIAP antagonists | NOD2 inhibition | Dengue-2 NS5 capping
13 | COc1ccc(C(CC(=O)O)NS(=O)(=O)c2ccc(C)cc2)cc1OC (centres undefined) | 0.5% | 4% | 1% | nt | nt | i | 0.7 | -1% | -3.8% | 11% | 2%
14 | COc1ccc2c(c1)c(C(=O)CNc1nc(C)cs1)c(C)n2C | -1.2% | 5% | -18% | nt | nt | i | 0.2 | -6% | -6.8% | 14% | -1%
15 | CC1=NN(c2ccccc2)C(=O)C1C(=O)c1ccc(Cl)cc1 (centres undefined) | -0.8% | 3% | 1% | nt | nt | i | 0.8 | -2% | -4.2% | 27% | -2%
16 | c1ccc(-c2ccc(CN3C[C@@H]4C(c5ccccc5)C5(c6ccccc6)CC4(C5)[C@H]3c3ccccc3)cc2)cc1 (some centres undefined) | 0.6% | -1% | 6% | -14 | 698 | i | 1.3 | -6% | nt | -40% | -6%
17 | CCOC(=O)N1CCN(C(=O)CSCC(=O)N=c2sc3ccccc3n2C)CC1 | -3.4% | 0% | 1% | 3 | 735 | i | 0.5 | 5% | -2.4% | -7% | -4%
18 | COc1ccccc1C(=O)Nc1cccc(Oc2c(F)c(F)c(F)c(F)c2F)c1 | 2.0% | 10% | 5% | -16 | 676 | i | 0.6 | 1% | nt | 2% | nt
19 | COc1ccccc1OCC(=O)Nc1nnc(-c2ccco2)s1 | -1.9% | -4% | 10% | nt | nt | i | 1.1 | -10% | -8.6% | -7% | -1%
20 | COc1cc2c(cc1OC)C(c1cc(Br)c(OC)c(OC)c1)CC(=O)N2 (centres undefined) | 0.1% | 5% | -2% | 8 | 864 | i | 0.6 | -6% | nt | 14% | -4%
21 | Cc1nn(C)cc1C(C(=O)NC1CCCCC1)N(C(=O)Cc1cccs1)c1ccc(Cl)cc1 (centres undefined) | 21% | 3% | 2% | 7 | 717 | i | 0.1 | 8% | -1.2% | 4% | -2%
22 | COc1ccc(CCN2CC(C(=O)NC3CCCCC3)CC2=O)cc1OC (centres undefined) | 1.5% | 14% | 0% | -1 | 773 | i | 0.1 | -10% | -6.6% | -8% | 2%
23 | CNC(=O)COc1ccc2oc3c(c2c1)CCCC3 | 0.8% | 1% | 20% | 3 | 751 | i | 0.3 | -12% | nt | -17% | -10%
24 | CCn1c(SCC(=O)N2CCc3ccccc32)nnc1-c1ccco1 | 1.2% | 1% | -1% | nt | nt | i | 0.8 | -5% | -2.9% | 13% | 1%
25 | CCCCNC(=O)N(O)C1N(/N=C/c2ccccc2O)C(=S)SC1(C)C (centres undefined) | -2.2% | 7% | 1% | 2 | 829 | i | 0.6 | 0% | nt | 24% | 5%
26 | COc1ccc(OCCCCOc2ccccc2Cl)cc1 | 1.3% | 2% | -3% | nt | nt | i | 0.4 | 4% | -0.8% | 2% | -1%
27 | O=C(Nc1nnc(-c2ccccc2F)s1)C1CCCO1 (centres undefined) | 2.2% | 5% | -3% | 8 | 775 | i | 0.9 | -2% | -1.9% | -38% | -1%
28 | C=CCC(NCCCO)c1cccc(OC)c1OC (centres undefined) | -2.8% | 4% | 11% | 2 | 754 | i | 1.4 | -2% | -20% | -6% | -4%
29 | COc1ccc(S(=O)(=O)N(CC(=O)Nc2ccc(S(=O)(=O)N3CCOCC3)cc2)Cc2ccc(F)cc2)cc1 | 1.1% | 10% | 16% | 9 | 462 | i | 0.5 | 3% | -8.2% | -4% | -5%
30 | COc1ccccc1N1CCN(C(=O)/C=C/c2cccs2)CC1 | -1.1% | -6% | 2% | 4 | 690 | i | 1.4 | 2% | -5.4% | 19% | -3%
31 | COc1ccc(C(=O)OCC(=O)N2C(C)CCCC2C)cc1[N+](=O)[O-] (centres undefined) | 0.0% | 2% | 6% | 5 | 616 | i | 0.3 | -2% | -0.6% | 2% | -1%
32 | CCOc1ccc(OCCC(=O)OCC(=O)NCc2ccccc2)cc1 | -1.5% | -1% | 5% | -25 | 662 | i | 0.0 | -6% | nt | 9% | -1%
33 | Cc1ccccc1N1CC(C(=O)Nc2ccc3c(c2)OCO3)CC1=O (centres undefined) | -2.8% | 0% | 5% | -4 | 790 | i | 0.8 | -4% | nt | -7% | -1%
34 | CN(c1ccccc1)S(=O)(=O)c1cccc(NC(=O)CN2CCCc3ccccc32)c1 | 2.6% | 2% | -1% | -22 | 669 | i | 0.8 | 4% | nt | 3% | -18%
35 | Cc1ccc2c(C)nc(Nc3nc(CSc4nnc(C)s4)cc(=O)[nH]3)nc2c1 | 1.9% | 7% | -3% | nt | nt | i | 7.6 | -5% | -1.2% | -49% | 3%
36 | COc1ccc(CCn2c3c(c(=O)[nH]c2=O)C(NC(=O)c2cccs2)(C(F)(F)F)C(=O)N3)cc1OC (centres undefined) | -0.1% | 1% | 7% | nt | nt | i | 1.1 | -1% | -5.0% | -7% | 2%
37 | O=C(NCCc1c[nH]c2ccccc12)c1ccc(S(=O)(=O)NCc2ccco2)cc1 | 4.3% | -4% | 9% | -5 | 578 | i | 0.4 | 0% | -9.6% | -7% | 2%
38 | CCC(C)OC(=O)n1ccc(C(=O)Nc2nccs2)n1 (centres undefined) | -0.4% | 3% | 5% | 0 | 745 | i | 7.6 | -4% | -5.2% | 8% | -1%
39 | Cc1cc(=O)oc2ccc(OC(=O)CN3C(=O)c4cccc([N+](=O)[O-])c4C3=O)cc12 | 2.8% | 0% | 15% | 8 | 668 | i | 0.4 | 4% | -3.0% | 5% | -3%
40 | COc1cc(/C=C2/SC(=O)N(Cc3ccccc3)C2=O)ccc1OCc1ccncc1 | -4.2% | -4% | 6% | -3 | 808 | i | 1.0 | 0% | -9.8% | 6% | 3%
41 | O=S(=O)(NCc1ccccc1)c1ccc(S(=O)(=O)N(Cc2cccs2)CC2CCCO2)cc1 (centres undefined) | 1.8% | 2% | 8% | -12 | 758 | i | 12 | 1% | -10% | -2% | 7%
42 | COc1ccc(-c2ccc(C(=O)O)o2)c([N+](=O)[O-])c1 | 4.3% | 31% | 60%* | -2 | 665 | i | 0.1 | -8% | -7.6% | 1% | 1%
43 | O=C(CN1C(=O)CC(c2ccccc2)S(=O)(=O)c2ccccc21)N1CCCCC1 (centres undefined) | 2.4% | 11% | -5% | -4 | 707 | i | 0.3 | -2% | -5.2% | 1% | -2%
44 | Cn1cc(C(=O)N/N=C/C(Br)=C\c2ccccc2)ccc1=O | -3.6% | 0% | -4% | nt | nt | nt | nt | 5% | 2.6% | -17% | -6%
45 | O=c1c2ccccc2c(-c2ccc(F)cc2)nn1-c1ccc(C(F)(F)F)cc1 | -0.6% | 1% | 0% | nt | nt | i | 0.2 | -7% | -3.6% | 7% | -7%
46 | S=C1NC2(CCCCC2)Nc2ccccc21 | -1.6% | 1% | 21% | -44 | 647 | i | 0.8 | -5% | -7.5% | -1% | 5%
47 | C=CCN=C(C)C1=C(O)C(C)OC1=O (centres undefined) | 2.4% | 4% | 5% | 38 | 739 | i | 0.6 | -7% | -6.4% | 6% | -4%
48 | Cc1ccc(-c2nnc(N3CC(C)OC(C)C3)c3ccccc23)cc1 (centres undefined) | -0.3% | 1% | 1% | 4 | 688 | i | 0.3 | 0% | -14% | 20% | -4%
49 | COc1ccc(C(C)NC(=O)Cc2cccs2)cc1OC (centres undefined) | 2.9% | -2% | 0% | -8 | 700 | i | 0.6 | -1% | nt | 9% | -9%
50 | COC(=O)CSc1nnc(CNC(=O)c2cccs2)n1-c1cc(OC)ccc1OC | 1.9% | 0% | 1% | nt | nt | i | 7.1 | 3% | -1.5% | -2% | 7%

Bioassay records as filed in PubChem BioAssay.
